Xi reactivation = activators of inactive X chromosome reactivation, primary screen, imaging, XiGFP fibroblasts, GFP high-content imaging, set 2. XiGFP mouse fibroblasts, % GFP-positive cells imaging, 3 d; cells co-treated with 5-aza-dC sensitizer; scaled so ellipticine positive control = 100%. activation, % at 7.58 µM. 360,000 compounds, 0.055% hits;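 active = mean normalized replicate activation at least 10% and every replicate at or above 10%; inconclusive = only one of the two criteria met; inactive = mean below 10% and not all replicates reach 10%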;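 also: 0% = median of on-plate neutral control wells and 100% = ellipticine 6 µM median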
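Material: SV40-immortalized XiGFP fibroblast cells, line 68-5-11 | Buffer or medium: DMEM containing 5-aza-dC | Dosing: One concentration, pinned | Times: 3 d treatment, 15 min room-temperature fixation | Controls: Ellipticine 6 µM positive control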
PAX8 inh HTS = inhibitors of PAX8-driven TPO luciferase reporter, primary screen, RMG-I cells, single concentration. SteadyGlo, 24 h. inhibition, % at 12.6 µM. 360,000 compounds, 1.2% hits;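 active = mean replicate inhibition at least 60% with every replicate also reaching 60%; inconclusive = only one of the two criteria is met; inactive = mean below 60% and not all replicates reaching 60%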;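 also: luciferase light reporting Pax8 driven TPO promoter activity; plate controls were median of neutral control wells for no effect and mitoxantrone controls for full effect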
CFTR F508del cor = F508del CFTR correction, initial screen, CFBE line, single point; activity (quench increase), % at 7.58 µM; AID 720511, 2013; CFBE cells, YFP halide quenching; stimulated with forskolin plus potentiator P3; % fluorescence drop versus neutral controls; 350,000 compounds, 0.36% hits;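 active = mean added fluorescence quench of at least 8% versus neutral control, with both replicates also reaching 8%; inconclusive = only one of the mean or replicate conditions met; inactive = mean below 8% and not both replicates reaching 8%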;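 also: cells transiently co-express mutant CFTR-F508del with the halide-sensitive YFP; corrector assay measuring rescue of mutant channel to the surface after 24 h compound exposure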
INS-1E GSIS act = GLuc luminescence reporter in INS-1E cells, primary screen for activators of glucose-dependent secretion of insulin | INS-1E GLuc reporter insulin secretion, 2-3 h | activation, % at 16.6 µM | 370,000 compounds, 0.61% hits | AID 743287, 2014;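 active = lowest replicate activation of at least 40%, so every replicate reaches that level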;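 also: 0% = median of neutral control wells and 100% = median of IBMX positive control wells; some compounds called inactive have numbers as strong as hits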
ERp5 inh = inhibitors of ERp5-driven insulin aggregation, primary screen, biochemical, turbidity, absorbance 650 nm, single point | 350,000 compounds, 0.05% hits | AID 651711, 2012 | Protein disulfide-isomerase A6 (Homo sapiens), Q15084 | 90 min | inhibition, % at 9.99 µM;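 active = mean replicate inhibition above about 25%, with every replicate also reaching it, limit read from the data, passing the limit was not always enough; inconclusive = only one of those two criteria met; inactive = neither criterion met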
Target sequence (Q15084 whole entry, looked up): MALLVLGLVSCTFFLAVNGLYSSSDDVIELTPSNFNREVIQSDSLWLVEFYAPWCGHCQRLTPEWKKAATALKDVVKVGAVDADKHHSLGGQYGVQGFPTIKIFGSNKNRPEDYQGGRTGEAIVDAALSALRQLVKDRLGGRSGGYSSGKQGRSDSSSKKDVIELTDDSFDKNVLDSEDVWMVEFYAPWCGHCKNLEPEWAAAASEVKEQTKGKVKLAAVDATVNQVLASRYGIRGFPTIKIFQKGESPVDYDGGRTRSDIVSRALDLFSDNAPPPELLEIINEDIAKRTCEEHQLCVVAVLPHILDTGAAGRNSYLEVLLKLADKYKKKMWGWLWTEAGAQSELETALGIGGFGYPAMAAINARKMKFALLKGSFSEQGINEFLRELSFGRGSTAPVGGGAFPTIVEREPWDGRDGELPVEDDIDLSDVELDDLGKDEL
EWS-Fli inh = EWS/Fli-driven NR0B1 reporter inhibitors, primary screen, A673 cells, NR0B1 luciferase, luminescence, MLPCN library; viability-normalised; inhibition, % at 12.6 µM; 350,000 compounds, 0.67% hits; AID 651661, 2012;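 active = mean inhibition of at least 50% after viability correction, with every replicate also passing that limit; inconclusive = mean reaches 50% but only one of two replicates passes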;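 also: firefly luciferase signal divided by Alamar Blue viability fluorescence both relative to DMSO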
DENV2 CPE = inhibitors of DENV2 cytopathic effect, primary screen, cell-based, plate reader, single concentration. DENV2-infected cells, cytopathic effect rescue. CPE inhibition, % at 9.99 µM. 350,000 compounds, 1.7% hits. AID 651640, 2012; in the data active = CPE inhibition above about 20%, passing the limit was not always enough; inconclusive = no clear call, values can overlap the other calls; tested in BHK-21 cells;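 also: 0% = median of neutral control wells and 100% = median of positive control wells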
ARNT TACC3 PPI = disruptors of ARNT/TACC3 protein interaction, primary screen, biochemical, AlphaScreen, single concentration. inhibition, % at 9.99 µM. AlphaScreen His-ARNT PAS-B/GST-TACC3 binding, luminescence; TACC3 fragment carries E629A point mutation. AID 623870, 2012. 390,000 compounds, 0.66% hits. Transforming acidic coiled-coil-containing protein 3 (Homo sapiens), Q9Y6A5;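 active = mean inhibition of replicates at least 50% and at least half of replicates each reaching 50%; inconclusive = half or more replicates reach 50% but mean below 50%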;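 also: 0% = complete ARNT plus TACC3 wells and 100% = ARNT alone without TACC3; many hits fall short of the cut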
An asterisk follows results filed as active; ? = inconclusive; . = no result given.

No.	SMILES	Xi reactivation	PAX8 inh HTS	CFTR F508del cor	INS-1E GSIS act
1	COc1cccc(CNC(=O)Cn2cc([N+](=O)[O-])cn2)c1	-0.1	-14	1.5	-3
2	Cc1ccc(S(=O)(=O)N(C)C[C@@H]2OCCCC[C@@H](C)Oc3ccc(NC(=O)CCCN(C)C)cc3C(=O)N([C@H](C)CO)C[C@@H]2C)cc1	0.1	-10	-0.3	11
3	C[C@H](CO)N1C[C@H](C)[C@@H](CN(C)S(=O)(=O)c2cn(C)cn2)Oc2c(NC(=O)c3nc4ccccc4s3)cccc2C1=O	-0.1	.	2.4	5
4	C[C@H](CO)N1C[C@H](C)[C@H](CN(C)Cc2ccccc2)Oc2ncc(-c3ccc(F)cc3)cc2C1=O	-0.3	.	1.2	-16
5	COc1ccc2cc(C3=CCCCC3)ncc2c1	0.2	-139	-2.1	14
6	O=C(Cn1c(=O)oc2cc(S(=O)(=O)N3CCc4ccccc43)ccc21)NC1CCCC1	0.1	17	-0.7	-5
7	CCCCNC(=O)C1(C)CCCCN1C(=O)c1cncc(Br)c1 (stereo not drawn)	0.2	-9	4.4	-3
8	COc1cccc(N2CCN(c3nc(-c4ccccc4C)cc(=O)[nH]3)CC2)c1	0.0	70*	0.0	8

No.	ERp5 inh	EWS-Fli inh	DENV2 CPE	ARNT TACC3 PPI
1	6	0	0	-2
2	-3	0	-3	-7
3	-3	-2	-3	-9
4	-2	-1	1	-6
5	-4	-5	-4	20
6	-5	-3	?	-11
7	2	-14	0	.
8	-3	11	-4	5

Next section
No.	SMILES	Xi reactivation	PAX8 inh HTS	CFTR F508del cor	INS-1E GSIS act
9	CCN(C)C1CN(Cc2cn(Cc3cccc(Cl)c3)nn2)S(=O)(=O)C1 (stereo not drawn)	0.1	10	-1.5	-8
10	COCCn1ccc2c(OCC(=O)NCCc3ccc(OC)c(OC)c3)cccc2c1=O	0.0	2	-0.1	5
11	CC(C)COc1ccc(-c2cc(C(=O)NN)[nH]n2)cc1	0.2	-50	-3.7	2
12	COc1ccc(NC(=O)c2ccco2)cc1NC(=O)c1ccccc1	0.6	-1	-1.8	8
13	C[C@@H]1CN([C@H](C)CO)C(=O)c2cccc(NC(=O)Nc3ccccc3)c2O[C@H]1CN(C)S(C)(=O)=O	3.2	8	1.0	18
14	O=C(NCC1CC1)c1cc(-c2ccccc2)nn1CC1CC(c2cccnc2)=NO1 (stereo not drawn)	0.1	-7	1.7	8
15	COc1ccc(Cc2c(-c3cccc(Cl)c3)nc3ccc(C)cn23)c(C)c1	0.6	-112	0.9	8
16	O=C(O)/C=C\C(=O)NCc1cccnc1	0.0	18	4.5	.

No.	ERp5 inh	EWS-Fli inh	DENV2 CPE	ARNT TACC3 PPI
9	0	5	-5	.
10	3	-2	1	-15
11	2	-10	3	.
12	-1	-2	-3	0
13	5	4	-13	-12
14	1	1	?	-7
15	3	-122	12	.
16	3	4	-7	6

Structures shown so far that contain an NH in an aromatic ring (2):
No.	SMILES	Xi reactivation	PAX8 inh HTS	CFTR F508del cor	INS-1E GSIS act
8	COc1cccc(N2CCN(c3nc(-c4ccccc4C)cc(=O)[nH]3)CC2)c1	0.0	70*	0.0	8
11	CC(C)COc1ccc(-c2cc(C(=O)NN)[nH]n2)cc1	0.2	-50	-3.7	2

No.	ERp5 inh	EWS-Fli inh	DENV2 CPE	ARNT TACC3 PPI
8	-3	11	-4	5
11	2	-10	3	.

Next part
No.	SMILES	Xi reactivation	PAX8 inh HTS	CFTR F508del cor	INS-1E GSIS act
17	C[C@@H]1CC=C[C@H]2[C@H]1C(=O)N(Cc1ccccc1)[C@H]2c1ccc2ccccc2c1/C=C/c1ccccc1	0.0	19	-2.2	14
18	CC(C)Cc1nnc(NC(=O)CCC(=O)N2CCC(C)CC2)s1	0.0	16	-0.7	-14
19	COc1ccccc1C(=O)NNC(=O)c1cccc([N+](=O)[O-])c1	-0.1	9	0.4	.
20	COc1cc(NC(=O)c2cccnc2)ccc1NC(=O)c1ccccc1Cl	0.2	7	1.4	-1
21	CCOc1cc(C(=O)CCC(=O)OCC(=O)Nc2ccc(F)cc2)ccc1O	0.0	-3	0.3	1
22	CO[C@@H]1CN(C)C(=O)c2ccc(NC(=O)Nc3ccccc3F)cc2OC[C@@H](C)N(CC2CC2)C[C@H]1C	-0.2	-1	3.1	-10
23	CCOC(=O)c1c(NC(=S)Nc2cccnc2)sc(C)c1C	0.0	22	-2.6	1
24	CCN1CCN(CC(=O)Nc2nc3ccccc3s2)CC1	0.1	-40	0.0	-6

No.	ERp5 inh	EWS-Fli inh	DENV2 CPE	ARNT TACC3 PPI
17	-4	15	3	2
18	.	6	-4	6
19	0	-8	0	-8
20	2	-6	-5	-6
21	0	3	0	0
22	-8	-1	-4	9
23	-13	-1	4	-3
24	-5	2	3	-12

Continued:
No.	SMILES	Xi reactivation	PAX8 inh HTS	CFTR F508del cor	INS-1E GSIS act
25	Cc1ccc(C2=CC(c3ccccc3)n3ncnc3N2)c(C)c1 (stereo not drawn)	0.0	-5	-0.3	7
26	CCC1CCCCN1C(=O)COc1ccc2c(c1)OCO2 (stereo not drawn)	-0.1	-3	1.9	-7
27	O=C(C[C@@H]1CC[C@@H]2[C@H](COC[C@@H](O)CN2C(=O)Nc2ccc(F)cc2)O1)NCCc1ccncc1	0.0	-19	-0.2	-4
28	CCOCCCN(C)C1CCN(C(=O)c2oc3ccccc3c2NC(=O)c2cccc([N+](=O)[O-])c2)CC1	0.4	-7	1.2	-8
29	Cc1ccc(N=Cc2ccc(N(C)C)cc2)cc1C	0.1	9	-1.7	-1
30	CCOc1ccc(S(=O)(=O)NCCC(=O)N2CCCN(C)CC2)cc1	0.1	-10	-2.5	25
31	COc1ccccc1OCCC(=O)O	0.5	-1	-4.5	-13
32	C[C@@H]1CN([C@@H](C)CO)C(=O)c2cccc(NC(=O)c3cnccn3)c2O[C@@H]1CN(C)Cc1ccc(C(=O)Nc2ccccc2N)cc1	-0.9	.	6.1	17

No.	ERp5 inh	EWS-Fli inh	DENV2 CPE	ARNT TACC3 PPI
25	9	1	-5	2
26	15	-5	-3	1
27	3	2	-4	0
28	8	.	8	0
29	-3	3	1	-2
30	2	0	-4	-1
31	3	-3	-3	-12
32	2	?	0	4

Continuation:
No.	SMILES	Xi reactivation	PAX8 inh HTS	CFTR F508del cor	INS-1E GSIS act
33	CCOC(=O)N1CCN(C(=O)COC(=O)c2ccc(O)cc2O)CC1	-0.1	1	0.9	-1
34	COC(=O)c1cc(C)nc2c1C(=O)C(=O)C=C2N1CCOCC1	0.6	106*	-4.2	8
35	COCCN(C(=O)COC(=O)/C=C/c1ccc(OC)c(OC)c1)c1c(N)n(Cc2ccccc2)c(=O)[nH]c1=O	0.0	-10	2.4	16
36	COc1cccc2[nH]c3c(N4CCC(C)CC4)ncnc3c12	.	.	0.1	-1
37	S=C(NNC(=S)Nc1ccccc1)Nc1ccccc1	0.4	-162	1.7	-18
38	O=C(Nc1nc2cc3c(cc2s1)OCCO3)c1ccc(N2C(=O)CCC2=O)cc1	0.0	-9	-2.7	-20
39	O=C(Nc1ccc(F)cc1)N[C@@H]1C=C[C@H](CC(=O)N2CCOCC2)O[C@@H]1CO	0.0	-11	3.2	4
40	CC(C)NC(=O)N1CC2(C1)[C@H](c1ccccc1)[C@@H](CO)N2C(=O)C1CC1	0.0	.	2.2	-12

No.	ERp5 inh	EWS-Fli inh	DENV2 CPE	ARNT TACC3 PPI
33	4	-3	-4	10
34	63*	73*	-2	.
35	-4	-7	0	-3
36	6	5	-3	-1
37	-4	-130	8	-7
38	3	-26	-7	-4
39	0	2	5	-28
40	-4	1	2	.

Compounds 36–40 from above:
No.	SMILES	Xi reactivation	PAX8 inh HTS	CFTR F508del cor	INS-1E GSIS act
36	COc1cccc2[nH]c3c(N4CCC(C)CC4)ncnc3c12	.	.	0.1	-1
37	S=C(NNC(=S)Nc1ccccc1)Nc1ccccc1	0.4	-162	1.7	-18
38	O=C(Nc1nc2cc3c(cc2s1)OCCO3)c1ccc(N2C(=O)CCC2=O)cc1	0.0	-9	-2.7	-20
39	O=C(Nc1ccc(F)cc1)N[C@@H]1C=C[C@H](CC(=O)N2CCOCC2)O[C@@H]1CO	0.0	-11	3.2	4
40	CC(C)NC(=O)N1CC2(C1)[C@H](c1ccccc1)[C@@H](CO)N2C(=O)C1CC1	0.0	.	2.2	-12

No.	ERp5 inh	EWS-Fli inh	DENV2 CPE	ARNT TACC3 PPI
36	6	5	-3	-1
37	-4	-130	8	-7
38	3	-26	-7	-4
39	0	2	5	-28
40	-4	1	2	.

Next section:
No.	SMILES	Xi reactivation	PAX8 inh HTS	CFTR F508del cor	INS-1E GSIS act
41	COc1ccc(COC(=O)C2CCN(S(=O)(=O)c3ccc(C)cc3)CC2)cc1	-0.1	10	-2.4	-16
42	C[C@H](NC(=O)C[C@H]1CC[C@@H](NC(=O)C2CCC2)[C@H](CO)O1)c1ccccc1	-0.4	7	-0.7	1
43	C[C@H]1CN([C@@H](C)CO)C(=O)c2c(c3ccccc3n2C)-c2ccccc2CO[C@H]1CN(C)Cc1ccc(Cl)c(Cl)c1	-0.3	1	-2.5	10
44	C[C@@H]1CCCCO[C@@H](CN(C)C(=O)CCCN(C)C)[C@@H](C)CN([C@H](C)CO)C(=O)c2cc(NS(=O)(=O)c3cccs3)ccc2O1	-0.1	-8	-0.1	7
45	Cc1ccc(NS(=O)(=O)c2cc(NC(=O)c3cc(=O)[nH]c(=O)[nH]3)ccc2Cl)c(C)c1	0.0	9	1.8	16
46	CCC(=O)N1[C@H](CO)[C@H](c2ccccc2)C12CN(C(=O)c1ccncc1)C2	0.2	-3	0.4	11
47	O=C(NCCC(c1ccccc1)c1ccccc1)c1cccs1	-0.1	15	.	-14
48	CN1CCN(C(=O)C2=C[C@H](c3ccc4c(c3)OCO4)C[C@H](OCCCCO)O2)CC1	-0.3	-15	2.7	0

No.	ERp5 inh	EWS-Fli inh	DENV2 CPE	ARNT TACC3 PPI
41	-1	-6	-11	-8
42	-1	-3	1	6
43	-5	-1	19	.
44	-2	-8	-2	-1
45	3	-4	-1	-7
46	0	2	5	.
47	.	.	.	-10
48	3	-6	-8	-2
